Screening data from PubChem.
pAkt inh = Akt phosphorylation inhibition | Neuro2A IGF-stimulated pAkt S473 HTRF, 20 min; hits give low values | activity change, % for hits at 50 µM | hit rate 0.32% among 360,000 | AID 651550; in the data active = activity change below about -80%; inconclusive = mostly about -51% to -80%; also: % is scaled to controls: 0 for no effect and ±100 for the full control effect
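Neuro2A cells (4,500/well, DMEM with 0.5% FBS) were treated with compound at a single 50 µM final concentration, stimulated with 6 nM IGF for 20 min at 37 °C, and lysed. Phospho-Akt Ser473 was read by HTRF as 665/615 ratio ×10^4.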
GLP-1R inv ag = GLP-1 receptor (human) inverse agonism; hit rate 1.6% among 410,000; P43220; HEK293 GLP-1R CRE-luciferase, luminescence, 24 h; GLP-1R form is constitutively active; Potency, µM (top dose mostly 38.3 µM), for inactives: at the highest dose activity change, negative = inhibition, actives largely listed as inhibitors; also: potency is read from the fitted curve at half-maximal effect; % is scaled to controls: 0 for no effect and ±100 for the full control effect; nearly all actives have a fitted effect of over 55% in size
Target sequence (P43220 whole entry, looked up): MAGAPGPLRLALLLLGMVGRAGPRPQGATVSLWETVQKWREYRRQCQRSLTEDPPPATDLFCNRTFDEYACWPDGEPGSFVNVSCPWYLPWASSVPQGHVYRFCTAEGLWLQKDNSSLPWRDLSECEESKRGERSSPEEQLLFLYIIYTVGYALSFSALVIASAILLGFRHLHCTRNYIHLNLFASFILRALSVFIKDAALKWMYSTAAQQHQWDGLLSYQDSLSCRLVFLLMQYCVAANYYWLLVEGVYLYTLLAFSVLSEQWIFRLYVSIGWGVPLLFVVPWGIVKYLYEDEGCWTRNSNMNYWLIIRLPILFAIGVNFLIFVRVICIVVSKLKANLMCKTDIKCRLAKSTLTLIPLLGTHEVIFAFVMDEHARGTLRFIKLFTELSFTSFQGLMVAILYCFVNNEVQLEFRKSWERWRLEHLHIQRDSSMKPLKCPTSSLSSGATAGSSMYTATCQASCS
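Inverse agonism was detected as reduced cAMP-driven luciferase luminescence after 24 h compound treatment. The cells were HEK293 clones expressing constitutively active human GLP-1R with the reporter. Reporter-only and GPR119 cell lines served as counterscreen controls.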
PTHR1 agonist = PTHR1 (human) receptor agonism; Q03431; HEK293 GP2 PTHR1 cells, GloSensor cAMP luminescence, 1 h; Potency, µM (highest dose often 115 µM), inactives show top-dose activation, hits mostly activators; hit rate 0.075% among 410,000; AID 743266; also: potency is read from the fitted curve at half-maximal effect; nearly all actives have a fitted effect of over 55% in size; some results filed as inactive show a strong effect at the top dose; inactives centre near -15; many of its hits are not listed in these tables
Target sequence (Q03431 whole entry, looked up): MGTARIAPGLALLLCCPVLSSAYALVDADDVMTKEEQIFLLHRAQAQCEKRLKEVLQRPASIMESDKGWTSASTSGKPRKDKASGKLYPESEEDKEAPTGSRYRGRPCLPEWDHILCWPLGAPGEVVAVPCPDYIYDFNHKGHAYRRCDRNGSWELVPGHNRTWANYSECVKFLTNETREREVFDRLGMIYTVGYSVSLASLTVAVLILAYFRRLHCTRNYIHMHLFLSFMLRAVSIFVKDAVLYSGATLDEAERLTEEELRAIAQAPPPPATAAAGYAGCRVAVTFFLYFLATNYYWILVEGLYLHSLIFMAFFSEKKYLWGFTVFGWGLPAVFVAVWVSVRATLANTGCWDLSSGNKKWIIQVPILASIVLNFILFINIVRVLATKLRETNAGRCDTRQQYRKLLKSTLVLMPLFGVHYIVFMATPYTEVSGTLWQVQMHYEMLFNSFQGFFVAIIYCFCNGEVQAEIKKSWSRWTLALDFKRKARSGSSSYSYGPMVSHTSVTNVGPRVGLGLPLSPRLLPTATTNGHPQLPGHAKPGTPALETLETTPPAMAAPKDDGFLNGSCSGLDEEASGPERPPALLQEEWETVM
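HEK-293-derived GP2 cells expressing PTHR1 and a GloSensor cAMP reporter, 3,000/well, plated overnight, given luciferin plus IBMX (each 0.5 mM as added) for 1 h at 37 °C, then compound for 1 h at 37 °C. Luminescence was read after 15 min at room temperature.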
TDP43 rescue = TDP-43 toxicity inhibition in yeast. TDP-43 expressing yeast growth rescue, BacTiter-Glo, 24 h. hit rate 1.8% among 410,000. Potency, µM (highest dose often 46.1 µM), without a hit: at the top dose growth rescue (activation), usual class: activators. AID 652104; also: potency is read from the fitted curve at half-maximal effect; % of control where 0% means no effect; nearly all actives have a fitted effect of over 50% in size
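Growth rescue of TDP-43-toxic yeast measured as ATP luminescence (BacTiter-Glo). Cells grown to mid-log in raffinose, induced in galactose at OD600=0.02, exposed to compound 24 hr at 30 deg C.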
Mm-Cpn inhibitor = blocks the Methanococcus maripaludis chaperonin Mm-Cpn; Potency, µM (doses to about 76.9 µM), without a hit: at the highest dose activity, negative = inhibition, hits mostly inhibitors; purified Mm-Cpn ATPase, ADP Transcreener TR-FRET; hit rate 0.031% among 330,000; also: potency is read from the fitted curve at half-maximal effect; % is scaled to controls: 0 for no effect and ±100 for the full control effect; nearly all actives have a fitted effect of over 80% in size
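Purified archaeal chaperonin (25 nM final) was preincubated with compound for 10 min at 37°C, then ATP (10 uM final) was added for 30 min at 37°C in Tris pH 7.4/KCl/MgCl2/DTT buffer. ADP was quantified by HTRF Transcreener TR-FRET.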
GLP1R cytotox = cytotoxicity counter-screen for GLP-1 receptor inverse agonists; HEK293 cAMP-luciferase reporter cells, luminescence, 24 h; Potency, µM (highest dose often 38.3 µM), inactives show at the top dose activity change, negative = inhibition, hits mostly inhibitors; hit rate 0.13% among 410,000;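 also: loss of luciferase light is scored as toxicity; potency is read from the fitted curve at half-maximal effect; % is scaled to controls: 0 for no effect and ±100 for the full control effect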
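Here, cytotoxicity is scored as loss of luminescence. The MLSMR collection was tested on cells seeded in medium containing 10% Nu serum, with a 24 hr compound exposure preceded by 12 hours of culture.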
Abeta rescue = A-beta toxicity reversal in yeast | hit rate 0.063% among 410,000 | Potency, µM (highest dose often 46.1 µM), for inactives: at the top dose growth rescue, usual class: activators | yeast expressing A-beta42, growth rescue, OD600, 48 h; response scale: 0% DMSO, 100% iron-clioquinol control | AID 1347071; also: potency is read from the fitted curve at half-maximal effect; nearly all actives have a fitted effect of over 55% in size
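Yeast growth medium received pinned compounds, then yeast cells expressing toxic A-beta were added; plates incubated at 30 C for 48 hr. Growth read as absorbance at 600 nm, normalized to DMSO and equimolar FeCl3 plus clioquinol controls.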
aSyn yeast inh = rescues yeast growth from alpha-synuclein toxicity | hit rate 0.14% among 370,000 | Yeast expressing alpha-synuclein, growth rescue, BacTiter-Glo, 24 h | Potency, µM (highest dose often 46.1 µM), for the others: at the top dose growth rescue (activation), most hits filed as activators | AID 652106; also: potency is read from the fitted curve at half-maximal effect; % of control where 0% means no effect; nearly all actives have a fitted effect of over 65% in size
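Readout is rescue of growth in alpha-synuclein-expressing yeast, so inhibitors of toxicity appear as activators. Growth after 24 hr at 30 deg C in galactose medium is quantified by luminescence.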
FUS yeast rescue = FUS proteinopathy suppression in yeast; AID 1347120; Potency, µM (highest dose often 76.6 µM), for inactives: top-dose growth rescue (activation), hits mostly activators; hit rate 0.24% among 390,000; S. cerevisiae FUS-expressing, growth rescue, OD600, 24 h;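 also: potency is read from the fitted curve at half-maximal effect; plate controls were DMSO vehicle for no effect and reference control for full effect; nearly all actives have a fitted effect of over 55% in size; some results filed as inactive show a strong effect at the top dose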
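S. cerevisiae expressing FUS from galactose induction served as the toxicity model. Growth after 24hr at 30C, read as absorbance at 600 nm, indicates suppression of toxicity; compounds dosed at several concentrations.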
The depositor's hits bear a star; i = inactive; ? = inconclusive; . = no result given; [ ] = another dose, or the depositor's remark. Unless noted, calls follow the shape of the dose curve; as a rule, active = well fitted curve in the direction sought with a large enough effect; inconclusive = small, poorly fitted or top-dose-only effect, or another doubt; inactive = no such curve, though single readings can be large; an effect the other way counts as inactive or inconclusive.

SMILES	pAkt inh	GLP-1R inv ag	PTHR1 agonist	TDP43 rescue	Mm-Cpn inhibitor	GLP1R cytotox	Abeta rescue	aSyn yeast inh	FUS yeast rescue
CCCNC(=O)NCCc1ccncc1	i	3%	i	-4%	-3%	-8%	5%	3%	-1%
O=C(O)c1cc(=O)n(Cc2ccccc2)c(=O)[nH]1	i	4%	i	11%	0%	3%	-4%	-3%	7%
CC(=O)Oc1ccc(C(=O)NCc2ccc3c(c2)OCO3)cc1	i	23%	-20%	2%	-2%	0%	-10%	1%	-6%
COC(=O)C1=C(C)N(C)C(C)=C(C(=O)OC)C1c1ccccc1C	i	?	i	19%	0%	-4%	1%	1%	-8%
COc1ccc(C)cc1NC(=O)CSc1nc(=O)n(Cc2cccnc2)c2c1CCC2	.	12%	-12%	-5%	.	-5%	-15%	.	21%
Cc1ccc(Cl)cc1N1CCN(Cc2nnc(-c3ccc4c(c3)OCO4)o2)CC1	.	?	-10%	?	.	1%	-23%	.	40%
O=C(c1cccs1)N1CCC(c2nc3c(nnn3Cc3ccccc3Cl)c(=O)[nH]2)CC1	i	45%[activator]	-10%	-6%	1%	?	2%	11%	27%
Cc1cccc(C)c1NC(=O)CC1SC2=NCCN2C1=O (configuration not stated)	i	-1%	i	13%	-2%	9%	-2%	-1%	34%
Cc1cc(C)cc(NS(=O)(=O)c2ccc3c(c2)CCCN3C(=O)C2CCC2)c1	.	?	-14%	11%	.	-12%	2%	.	?
CCC1CCc2c(sc(NC(=O)c3cccnc3)c2C(N)=O)C1 (configuration not stated)	i	94%[activator]	-11%	8%	0%	8%	-1%	-1%	4%
CSc1nnc(CCCCCNC(=O)OC(C)(C)C)o1	i	-2%	15%	-14%	-1%	-7%	14%	-2%	3%
O=C(O)/C=C/c1ccc(OCCCF)cc1	i	-17%[7.66 µM]	i	1%[9.22 µM]	-1%	2%[7.66 µM]	-27%	-22%	-7%
O=C(NNC(=O)[C@H]1CC=CC[C@H]1C(=O)O)c1ccc(Cl)cc1Cl	i	10%[7.66 µM]	-20%	21%[9.22 µM]	-1%	-1%[7.66 µM]	-10%	-5%	3%
CC(=O)N1N=C(c2ccc(C)cc2)CC1c1ccc2c(c1)OCO2 (configuration not stated)	i	-29%	-22%	?	0%	10%	8%	?	30%
O=C(Nc1ccccc1)c1cccc(C(=O)Nc2ccccc2)n1	i	10%	-19%	4%	1%	-2%	5%	-2%	26%
CCN(CC(=O)Nc1c(F)cccc1F)C(=O)c1ccc(=O)n(C)n1	i	5%	-22%	15%	.	-5%	3%	-3%	-12%
Cc1cccc(/C(N)=N/OC(=O)Cc2cccc3ccccc23)c1	i	?	i	11µM*	0%	7%	6%	-29%	-4%
CCOC(=O)c1c(NC(=O)CCC(=O)O)sc2c1CCCCC2	i	0%	-15%	?	-2%	1%	-17%	-2%	2%
COc1ccc(CNC(=O)COc2ccc(F)cc2)cc1	i	15%	-4%	18%	-7%	8%	-6%	0%	2%
CCSc1nnc(NC(=O)COc2ccccc2[N+](=O)[O-])s1	i	31%	-4%	.	1%	-1%	9%	7%	0%
Cc1[nH]c2ccc(S(N)(=O)=O)cc2c1C	i	0%	i	8%	2%	0%	3%	1%	22%
COc1ccc(Br)cc1CNC(=O)C1CCN(C(=O)N(C)C)CC1	i	28%	-39%[inhibitor]	-7%[9.22 µM]	-4%	-1%	-6%	0%	9%
CC(C)Cc1nnc(NC(=O)CCC(=O)NCCc2ccc(Cl)cc2)s1	.	2%	i	16%	1%	6%	-15%	-16%	-23%
Cc1cccc(OCC(=O)Nc2ccccc2OCc2cc(=O)n3cc(C)ccc3n2)c1	.	6%	i	7%	.	5%	-6%	.	-21%
CCOc1cc(C2C3=C(CCCC3=O)Nc3ccc4ncccc4c32)ccc1O (configuration not stated)	i	2%	i	-5%	3%	-20%	13%	-6%	7%
CCc1ccc(NC(=O)c2cnn(-c3ccccc3)c2-n2cccc2)cc1	.	?	-7%	-6%[9.22 µM]	.	9%	-79%[inhibitor]	.	10%
COC(=O)C1=C(O)/C(=C/c2cccc(OC)c2O)N=C1C	i	16%	-11%	8%	-12%	-27%	.	-4%	8%
Cc1cccc(C)c1NC(=O)c1csc([C@@H]2O[C@H](CO)[C@H](O)[C@H](O)[C@H]2O)n1	i	13%	-8%	27%	.	1%	-5%	5%	-29%
COc1ccc(Cl)cc1NC(=O)CSc1cn(CC(=O)N2CCCCC2)c2ccccc12	.	?	-24%	6%	.	-3%	10%	.	?
N#Cc1c2n(c3c(N)ncnc13)CCCCC2	i	37%[activator]	-33%[inhibitor]	7%	3%	-9%	-5%	-11%	21%
CCOC(=O)c1ccc(NC(=O)c2ccc3c(c2)CCN3S(=O)(=O)c2ccc(Cl)cc2)cc1	.	-9%	i	2%	.	-5%	-10%	.	16%
Cc1cc(C)nc(NC(=S)Nc2cccc(Cl)c2Cl)c1	i	?	-26%	-9%	-5%	?	2%	-4%	-29%
O=C(CSCc1ccc(Cl)cc1Cl)Nc1c[nH]c(=O)[nH]c1=O	i	12%	i	11%	0%	-2%	5%	8%	.
CCOc1ccccc1NS(=O)(=O)c1ccc2[nH]c(=O)ccc2c1	i	49%[activator]	i	-1%	3%	3%	-1%	0%	-31%
O=C(c1cccc(F)c1)N1CCCC(C(=O)N2CCN(c3ccccc3)CC2)C1 (configuration not stated)	i	-2%	-58%[inhibitor]	-19%	4%	5%	-10%	0%	-2%
CC(C)(C)OC(=O)NC(CC(=O)OCc1ccccc1)C(=O)O (configuration not stated)	i	7%	2%	-3%	-2%	0%	.	-10%	-16%
Cc1cccc(-n2cc(CN3CCCN(C=O)CC3)c(-c3cccc(F)c3)n2)c1	i	?	-49%[inhibitor]	-20%	-2%	-4%[7.66 µM]	-4%	4%	10%
O=c1c2[nH]c3cccc(Cl)c3c2ncn1Cc1ccco1	i	7%	i	0%	-21%	7%	-13%	1%	17%
O=C(N/C(=C\c1ccco1)C(=O)N1CCOCC1)c1ccccc1Cl	i	13%	-7%	-10%	0%	1%	10%	-1%	5%
COc1ccccc1N=c1oc2cc(O)ccc2cc1C(N)=O	i	-21%	-11%	-36%[inhibitor]	-4%	.	-36%[inhibitor]	-40%[inhibitor]	13%
N#Cc1cnn(-c2ccccc2)c1NC(=O)c1ccccc1F	i	16%	-1%	14%	-1%	-3%	4%	1%[1.84 µM]	-4%
COc1cc2c3nc4n(c(=O)c3n(CC(=O)N3CCCC3)c2cc1OC)CCS4	i	14%	-10%	1%	.	?	4%	-1%	-15%
CCc1nnc(NCC(=O)N2CCc3ccccc32)s1	i	-20%	i	-25%	-5%	-13%	7%	0%	?
O=C(Nc1nonc1-c1ccc(F)cc1)c1ccco1	.	4%	-8%	16%	-8%	2%	-10%	-9%	-24%
CC(=NNC(=O)c1ccncc1)c1cccc(Br)c1	i	7%	i	-14%	.	-3%	-2%	0%	-20%
CCC(CC)NC(=O)c1cc(OC)c(OC)c(OC)c1	i	11%	-60%[inhibitor][57.5 µM]	-6%	1%	69%[activator]	1%	-6%	-15%
O=C1CCCc2cc3c(ccc4ccccc43)cc21	i	1%	-8%	-9%	.	23%	-5%	5%	6%
CCCC[C@@H]1CNC(=O)C(=O)N1CCc1cc(C(F)(F)F)cc(C(F)(F)F)c1	i	-18%	-21%	11%	-1%	9%	-8%	1%	38%
COc1ccc(S(=O)(=O)n2nc(C)c(S(=O)(=O)N3CCCCC3)c2C)cc1	.	18%	-18%	5%	.	-9%	-9%	.	20%
Cc1ccccc1NS(=O)(=O)c1ccc2c(c1)oc(=O)n2C	i	5%	-11%	12%	0%	2%	-1%	2%	-25%
CCOC(=O)C1(Cc2ccccc2)CCN(Cc2cccn2-c2nccs2)CC1	i	0%	-17%	-27%	0%	?	4%	-2%	.
Cc1cc(CN2CCCC(CO)(Cc3cccc(Cl)c3)C2)n[nH]1 (configuration not stated)	i	?	i	-19%	4%	0%	3%	0%	7%
CSc1ccccc1C(=O)NC1CCCC1	i	-2%	8%	-9%	1%	7%	-23%	0%	54%
COc1cccc(S(=O)(=O)N(C)C[C@H]2Oc3ncc(Br)cc3C(=O)N([C@@H](C)CO)C[C@@H]2C)c1	i	-11%	-17%	3%	.	6%	28%	8%	13%

Profiles, quoted from the list. Screens in order: pAkt inh, GLP-1R inv ag, PTHR1 agonist, TDP43 rescue, Mm-Cpn inhibitor, GLP1R cytotox, Abeta rescue, aSyn yeast inh, FUS yeast rescue
Cc1cccc(-n2cc(CN3CCCN(C=O)CC3)c(-c3cccc(F)c3)n2)c1 is listed as i, ?, -49%[inhibitor], -20%, -2%, -4%[7.66 µM], -4%, 4%, 10%
COc1ccc(Cl)cc1NC(=O)CSc1cn(CC(=O)N2CCCCC2)c2ccccc12 is listed as ., ?, -24%, 6%, ., -3%, 10%, ., ?
COc1ccc(C)cc1NC(=O)CSc1nc(=O)n(Cc2cccnc2)c2c1CCC2 is listed as ., 12%, -12%, -5%, ., -5%, -15%, ., 21%
Cc1cc(C)cc(NS(=O)(=O)c2ccc3c(c2)CCCN3C(=O)C2CCC2)c1 is listed as ., ?, -14%, 11%, ., -12%, 2%, ., ?

Only part of the results is shown; rates above refer to the full screens.
